Giardia FBPA inh – Giardia lamblia aldolase inhibition. purified Giardia FBPA. Potency, µM (titrated, usually from 59.6 µM), without a hit: at the highest dose activity, negative = inhibition, most hits filed as inhibitors. hit rate 0.71% among 290,000; also: potency is read from the fitted curve at half-maximal effect; % is scaled to controls: 0 for no effect and ±100 for the full control effect; nearly all actives have a fitted effect of over 55% in size
Target sequence (A8B2U2 whole entry, looked up): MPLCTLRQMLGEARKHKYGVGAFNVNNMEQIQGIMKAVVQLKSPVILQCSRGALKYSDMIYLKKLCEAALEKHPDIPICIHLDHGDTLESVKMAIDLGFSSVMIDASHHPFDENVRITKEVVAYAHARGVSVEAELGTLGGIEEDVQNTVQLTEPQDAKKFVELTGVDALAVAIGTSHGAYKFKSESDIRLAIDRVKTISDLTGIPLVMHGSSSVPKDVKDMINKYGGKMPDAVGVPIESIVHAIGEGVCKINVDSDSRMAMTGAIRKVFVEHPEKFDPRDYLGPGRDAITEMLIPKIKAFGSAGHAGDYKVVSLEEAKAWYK
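40 nM FBPA preincubated 10 min at RT with compound (up to 57.5 uM final), then substrate plus GAPDH/TPI/NAD/arsenate coupling and diaphorase/resazurin added. Fluorescence read after 20 min at RT, 525/598 nm.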
Pf growth 48h – inhibits P. falciparum growth in the first generation, 48 h. P. falciparum luciferase growth in erythrocytes, 48 h. Potency, µM (highest dose often 28.7 µM), inactives show at the top dose activity change, negative = inhibition, actives largely listed as inhibitors. hit rate 5.9% among 310,000; also: potency is read from the fitted curve at half-maximal effect; % is scaled to controls: 0 for no effect and ±100 for the full control effect
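Firefly luciferase activity from engineered P. falciparum reports growth; inhibitors lower the luminescent signal. Cultures contained 2% hematocrit erythrocytes at 0.1% final parasitemia.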
Pf growth 96h – P. falciparum growth inhibition at 96 hour, primary screen for plastid delayed-death inhibitors | P. falciparum luciferase reporter growth, 96 h | Potency, µM (series often up to 28.7 µM), for inactives: at the highest dose activity change, negative = inhibition, actives largely listed as inhibitors | hit rate 6.9% among 320,000; also: potency is read from the fitted curve at half-maximal effect; % is scaled to controls: 0 for no effect and ±100 for the full control effect
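Erythrocytes infected with luciferase-expressing P. falciparum were dispensed at 2% hematocrit and 0.05% parasitemia (final), then incubated with compounds 96 hours at 37 C in 5% CO2. Luminescence after detection reagent addition reported growth.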
CHX counter – counter-screen for Shiga toxin inhibitors: cycloheximide protein synthesis inhibition; cell reporter, cycloheximide protein synthesis inhibition counterscreen; max response, %; hit rate 12% among 300,000; in the data active = max response mostly above about 13%, no sharp cut-off; inactive = mostly below about 14%; also: read at 38.3 µM for the half of the compounds with a filed dose; 0% is about no effect
HCV inh – inhibitors of hepatitis C virus infection. Potency, µM (series often up to 41.8 µM), inactives show at the top dose activity change, negative = inhibition, actives largely listed as inhibitors. hit rate 3.4% among 340,000. Huh7.5.1 HCVcc-Cre infection, luciferase reporter, 44 h; also: potency is read from the fitted curve at half-maximal effect; % is scaled to controls: 0 for no effect and ±100 for the full control effect
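Whole-lifecycle infectious HCVcc-Cre system; cells 1,000/well, compound then virus (~0.5 moi) added 4 h after plating, 44 h culture. Luciferase read 15 sec following 15 min substrate incubation, room temp.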
Shiga inhibitor – blocks Shiga toxin action in Vero cells; Vero cells, Shiga toxin protein synthesis inhibition reporter; inhibition, % at 38.7 µM; hit rate 9.2% among 290,000; AID 2315; in the data active = inhibition mostly above about 28%, no sharp cut-off; inactive = mostly below about 43%; also: 0% is about no effect
Numbers without * were called inactive; ? = inconclusive; / = not tested or not shown; & = joins results of further samples; [ ] = remark or other dose. Unless noted, calls follow the shape of the dose curve; as a rule, active = well fitted curve in the direction sought with a large enough effect; inconclusive = small, poorly fitted or top-dose-only effect, or another doubt; inactive = no such curve, though single readings can be large; an effect the other way counts as inactive or inconclusive. Outcome played no part in choosing rows; about 24% have a hit in one of these screens.

#	smiles	Giardia FBPA inh	Pf growth 48h	Pf growth 96h	CHX counter	HCV inh	Shiga inhibitor
1	c1cnc2ccc(C(c3nnnn3C3CCCC3)N3CCN4CCCC4C3)cc2c1 (configuration not stated)	-1%	?	-7%	-5	-1%	-22
2	N#CCSc1nc(-c2ccccc2)cs1	-6%	37%[activator]	/	30*	14%	50*
3	CC1(C)Oc2ccc3ccc(=O)oc3c2/C(=N/O)C1=O	-8%	?	-23%	7	-2%	-11
4	CCNC(=S)N/N=C(\C)c1ccc2ccccc2c1	-5%	?	0%	13	/	21
5	CC(C)(C)C(=O)COC(=O)c1cc(S(=O)(=O)N2CCCCC2)ccc1N1CCOCC1	/	?	19%	/	-4%	/
6	COC(=O)C1C(=O)NCC1c1ccc(OC)cc1 (configuration not stated)	2%	23%	/	7	12%	1
7	Cc1ccc(-c2csc(Nc3ccc(C(=O)O)cc3)[n+]2Cc2ccccc2)cc1	14%	?	?	5	8%	19
8	O=C(NCC(=O)N1CCCCC1)c1ccc(Cl)cc1Cl	-1%	/	203%[activator]	49*	3%	58*

(listing goes on)
#	smiles	Giardia FBPA inh	Pf growth 48h	Pf growth 96h	CHX counter	HCV inh	Shiga inhibitor
9	CCOc1ccc(OCc2cccc(C(=O)O)c2)cc1	21%	-12%	/	18*	0%	41
10	O=C(/C=C/c1ccc2c(c1)OCO2)Nc1ccc(Cl)cn1	-4%	273%[activator]	41%[5.75 µM]	34*	?	78*
11	O=C1/C(=C/c2cccs2)CCC/C1=C\c1cccs1	/	177%[activator]	307%[activator]	39*	-19%	108*
12	C/C(=N/NC(=O)CNC(=O)c1cccnc1)c1ccco1	2%	24%	75%[activator]	-1	7%	-2
13	CC1CN(c2ccccc2)NC1=O (configuration not stated)	11%	9%	27%	11	3%	11
14	COc1cc(CN2CCCCC2C(=O)Nc2ccc(Oc3ccccc3)nc2)ccc1O (configuration not stated)	-10%	?	5%	55*	-3%	81*
15	O=C(NCC(c1cccnc1)N1CCN(c2ccc(F)cc2)CC1)c1cccc(Cl)c1 (configuration not stated)	2%	12µM*	1%	-1	14µM*	-21
16	O=C(Nc1ccc(Cl)cc1)N1CCC(CO)(Cc2ccccc2)CC1	-3%	-9%	2.6µM*	-2	?	5

The list goes on.
#	smiles	Giardia FBPA inh	Pf growth 48h	Pf growth 96h	CHX counter	HCV inh	Shiga inhibitor
17	COC(=O)C(C)(C(=O)OC)c1ccccc1[N+](=O)[O-]	-18%	/	-23%	-5	15%	8
18	O=C(CSc1nnnn1C1CCCCC1)N1CCc2ccccc21	3%	8%	/	0	8%	-6
19	COc1cc(/C(C#N)=C/c2ccccc2)c([N+](=O)[O-])cc1OC	-22%	-21%	7%	-3	9%	-7
20	Cc1cc(=O)oc2cc(OCC(=O)NCc3ccco3)ccc12	0%	48%[activator]	?	29	20%	31
21	COc1ccc(C2N(S(=O)(=O)c3ccccc3)CCN2S(=O)(=O)c2ccc(C)cc2)cc1 (configuration not stated)	2%	/	9.3µM*	6	-16%	-11
22	N/C(=N\OC(=O)CC(c1ccccc1)c1ccccc1)c1cccnc1	4%	?	-1%	-2	?	10
23	CCOc1ccccc1C(=O)N1CCN(c2ccc(C(F)(F)F)cn2)CC1	3%	13%	-9%	-2	?	-8
24	COc1ccc(NC(=O)N2CCCC2C(=O)NCc2ccc(C)cc2)cc1 (configuration not stated)	1%	18%	-11%	2	1%	12

Part of the list above, with each value named.
#17 COC(=O)C(C)(C(=O)OC)c1ccccc1[N+](=O)[O-]
  Giardia FBPA inh: -18%
  Pf growth 48h: /
  Pf growth 96h: -23%
  CHX counter: -5
  HCV inh: 15%
  Shiga inhibitor: 8
#18 O=C(CSc1nnnn1C1CCCCC1)N1CCc2ccccc21
  Giardia FBPA inh: 3%
  Pf growth 48h: 8%
  Pf growth 96h: /
  CHX counter: 0
  HCV inh: 8%
  Shiga inhibitor: -6

Additional records follow:
#	smiles	Giardia FBPA inh	Pf growth 48h	Pf growth 96h	CHX counter	HCV inh	Shiga inhibitor
25	Cc1ccc(/C=C/C(=O)c2ccc(N3CCOCC3)cc2)s1	-5%	234%[activator]	208%[activator]	27*	?	83
26	Cc1ccc(NC2=C(N3CCCCC3)C(=O)c3ccccc3C2=O)cc1	?	0.17µM*	0.074µM*	50*	-5%	107*
27	CCCCCc1cc(O)c2c(c1)OC(C)(C)[C@@H]1CCC(C(=O)O)=C[C@H]21	-7%	/	/	-2	/	7
28	CCOC(=O)c1csc(NC(=O)c2cc(=O)c3ccccc3o2)n1	?	4%	0.074µM*	29	-28%	24
29	CCOC(=O)c1[nH]c(C=O)c(C(=O)OCC)c1C	-4%	?	?	-3	?	-3
30	O=C1C(C=NCc2ccncc2)=C(O)c2ccccc21	4%	10%	/	49*	11%	102
31	CCc1ccc2nc(NC(=O)CSCc3c(C)noc3C)sc2c1	0%	2%	30%[activator]	21*	-13%	68*
32	COc1cc(C(=O)NNC(=O)c2cccc(Cl)c2)ccc1OCC(=O)N1CCOCC1	/	-14%	?	/	7%	/

Next compounds
#	smiles	Giardia FBPA inh	Pf growth 48h	Pf growth 96h	CHX counter	HCV inh	Shiga inhibitor
33	Cc1cccc(N2CCN(Cc3ccc4c(c3)OCO4)CC2)c1C	?	23%	-17%	-2	-4%	/
34	Cc1c(OCC(=O)NCC2CCC(C(=O)O)CC2)ccc2c3c(c(=O)oc12)CCC3 (configuration not stated)	-13%	-7%	?	-4	-14%	-8
35	O=C(Nc1ccc(S(=O)(=O)N2CCCCC2)cc1)C1CCN(C(=O)c2ccc(F)cc2)CC1	/	9.3µM*	?	/	-24%	/
36	O=C(c1ccccc1F)N1C[C@H]2C[C@@H](C1)c1cccc(=O)n1C2	-3%	7%	?	-2	26%	-9
37	O=c1c(Cc2ccc(F)cc2)c(O)ccn1CCc1cnc[nH]1	-11%	?	?	10	5%	28
38	O=C(NCC1CCCO1)c1ccc2c3n(nc2c1)-c1ccccc1CO3 (configuration not stated)	-1%	199%[activator]	3%	52*	?	54*
39	O=C(CSc1nnc(Cn2nnc3ccccc32)o1)N(Cc1ccc(Cl)cc1)c1ccccc1	-4%	10µM*	/	-2	6.3µM*	-14
40	O=C1N/C(=C/c2cccn2-c2ccc(F)cc2)C(=O)N1Cc1ccccc1	0%	/	?	-6	/	-10

Molecules shown so far with an NH in an aromatic ring:
#	smiles	Giardia FBPA inh	Pf growth 48h	Pf growth 96h	CHX counter	HCV inh	Shiga inhibitor
29	CCOC(=O)c1[nH]c(C=O)c(C(=O)OCC)c1C	-4%	?	?	-3	?	-3
37	O=c1c(Cc2ccc(F)cc2)c(O)ccn1CCc1cnc[nH]1	-11%	?	?	10	5%	28

(continued)
#	smiles	Giardia FBPA inh	Pf growth 48h	Pf growth 96h	CHX counter	HCV inh	Shiga inhibitor
41	C=C(C)COc1ccc(-c2nc(N)ncc2-c2ccc(Cl)cc2)c(O)c1	0%	13µM*	?	-2	?	-7
42	O=C(O)CCCCCNC(=O)c1ccc(Br)cc1	10%	/	-15%	-3	9%	-9
43	C[C@@H](C(=O)NCCc1ccc(F)cc1)N1C(=O)N2CCc3c([nH]c4ccccc34)[C@@]2(C)C1=O	-23%	?	?	8	?	7
44	O=C(CSc1nnc(Nc2ccccc2F)s1)NC(=O)CN1CCCC1=O	/	25%	48%[activator]	/	15%	/
45	C/C(=N/NS(=O)(=O)c1cc(C)ccc1C)c1ccncc1	/	-10%	12µM*	1	8%	-9
46	Cn1c(=O)n(C)c2cc(S(=O)(=O)NCC(=O)O)ccc21	0%	15%	-12%	4	6%	16
47	O=C(OCc1nnc(-c2ccccc2)o1)c1ccc(S(=O)(=O)NCc2ccco2)cc1	8%	23%	?	1	11%&8%	2
48	CCOC(=O)C1=C(C)OC(N)=C(C(=O)OCC)[C@@]12C(=O)N(CC(N)=O)c1ccccc12	5%	0%	32%[activator]	9	7%&-1%	37

Random excerpt: 4 entries already listed
#	smiles	Giardia FBPA inh	Pf growth 48h	Pf growth 96h	CHX counter	HCV inh	Shiga inhibitor
8	O=C(NCC(=O)N1CCCCC1)c1ccc(Cl)cc1Cl	-1%	/	203%[activator]	49*	3%	58*
43	C[C@@H](C(=O)NCCc1ccc(F)cc1)N1C(=O)N2CCc3c([nH]c4ccccc34)[C@@]2(C)C1=O	-23%	?	?	8	?	7
35	O=C(Nc1ccc(S(=O)(=O)N2CCCCC2)cc1)C1CCN(C(=O)c2ccc(F)cc2)CC1	/	9.3µM*	?	/	-24%	/
26	Cc1ccc(NC2=C(N3CCCCC3)C(=O)c3ccccc3C2=O)cc1	?	0.17µM*	0.074µM*	50*	-5%	107*

New compounds follow:
#	smiles	Giardia FBPA inh	Pf growth 48h	Pf growth 96h	CHX counter	HCV inh	Shiga inhibitor
49	Cc1ccc(S(=O)(=O)N2CCCC(C(=O)NC3CCCC3)C2)cc1 (configuration not stated)	3%	-5%	?	-5	5%	-6
50	COc1ccccc1N1CCN(C2CCCN(C(=O)CCc3cnn(C)c3)C2)CC1 (configuration not stated)	-10%	-2%	-1%	-3	8%	-7
51	NC(=O)COC(=O)c1c2c(nc3ccccc13)CCCCC2	4%	-20%	-13%	7	-30%	-23
52	O=S(=O)(c1cccs1)n1nnc2ccccc21	3%	0%	13%	3	10%	1
53	CCCC(=O)N1CCN(c2ccc(NC(=O)c3cc4ccccc4o3)cc2)CC1	3%	?	11%	-3	10µM*	3
54	C=CCn1c(P(=O)(O)c2ccccc2)nc2ccccc21	-10%	99%[activator]	?	-1	4%	15
55	O=C1c2ccccc2CN1Cc1ccccc1	-2%	-6%	1%	-2	7%	13
56	O=C(Nc1nc2ccccc2c2nc3ccccc3n12)c1ccc(F)cc1	1%	35%[activator]	24%	-6	4%	-5

Continued:
#	smiles	Giardia FBPA inh	Pf growth 48h	Pf growth 96h	CHX counter	HCV inh	Shiga inhibitor
57	CC12CCC(C(=O)Nc3ccc(Br)cn3)(OC1=O)C2(C)C (configuration not stated)	-1%	?	27%	1	-15%	-11
58	O=C(Nc1ccc(Oc2nnc(-c3ccccc3)c3ccccc23)cc1)c1ccccc1	5%	10µM*	-7%	-2	-8%	-6
59	COc1ccc(C(=O)COC(=O)c2cc(S(=O)(=O)N3CCCCC3)ccc2N2CCOCC2)c(OC)c1	/	9.3µM*	9.3µM*	/	?	/
60	Fc1ccccc1-c1[nH]ncc1-c1nnnn1-c1ccccc1	1%	-16%	?	2	-7%	-3
61	COC(=O)C1=C(c2ccc(-c3ccccc3)c(F)c2)C[C@@H]2CC[C@H]1N2C(=O)NCc1ccc(F)cc1	/	13µM*	?	/	?	/
62	C/C(Cc1ccccc1)=N\NC(=O)CNC(=O)Cc1ccccc1	4%	54%[activator]	0%	-1	23%	-13
63	Nc1n[nH]c(N)c1N=Nc1ccc(F)cc1	-1%	74%[activator]	10%	33*	12%	23
64	CCOC(=O)C1=C(O)/C(=C/c2ccc(OCC(=O)O)c(OC)c2)SC1=Nc1ccc(OC)cc1	-2%	?	?	6	-2%	-6
65	COc1ccc(C(C(=O)NC2CCCC2)N(C(=O)c2ccoc2C)c2ccc(C)c(C)c2)cc1 (configuration not stated)	-1%	?	1µM*	15	-25%	-8
66	O=c1c2ccccc2nc2n1C(CSCc1ccc(Cl)cc1Cl)CS2 (configuration not stated)	-22%	6%	?	-2	-4%	36

High-throughput results (PubChem)
